# Screens deposited in PubChem by National Center for Advancing Translational Sciences (NCATS).
# BRCA1 expr act: increases BRCA1 expression; MCF7-BRCA1-FFLuc reporter, luminescence, 48 h; response scale: scaled: vehicle 0%, 10 µM genistein 100%; Potency, µM (top dose mostly 46.1 µM), without a hit: at the highest dose activation, hits mostly activators; 380,000 compounds, 1.1% hits; note: potency is the fitted concentration of half-maximal effect; nearly all actives have a fitted effect of over 80% in size; some results filed as inactive show a strong effect at the top dose
#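 MCF7 cells carrying a BRCA1-firefly luciferase reporter (2000 cells/well, phenol-red free MEM) were attached for 2 h at 37 °C, then given compounds for 48 h. Luminescence was read 15 min after luciferase reagent; activity normalized to genistein (10 microM) and DMSO.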
# USP2a block: USP2a (human) protease inhibition. O75604. USP2 core, Ub-CHOP2 coupled fluorogenic reporter, 485/531. Potency, µM (series often up to 38.3 µM), inactives show at the top dose activity change, negative = inhibition, actives largely listed as inhibitors. 330,000 compounds, 0.01% hits;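 note: potency is the fitted concentration of half-maximal effect; plate controls were DMSO wells for no effect and full inhibition by NEM control for full effect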
#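 Deubiquitinase activity read as fluorescence (485/531 nm) after Ub-CHOP2 cleavage activates the enterokinase reporter on its substrate; USP2 core 10nM, Ub-CHOP2 and substrate 25nM each, 30min compound preincubation then 60min RT; data normalized to NEM, curves fitted.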
# Eya2 phos inh: Eya2 (human) phosphatase inhibition. recombinant Eya2, OMFP fluorescence dephosphorylation (OMFP is methylfluorescein phosphate). Potency, µM (titrated, usually from 76.9 µM), inactives show at the top dose activity, negative = inhibition, usual class: inhibitors. 330,000 compounds, 0.006% hits. AID 488837; note: potency is the fitted concentration of half-maximal effect; % is set by controls: 0 for no effect and ±100 for the full control effect
# Target sequence (O00167 whole entry, looked up): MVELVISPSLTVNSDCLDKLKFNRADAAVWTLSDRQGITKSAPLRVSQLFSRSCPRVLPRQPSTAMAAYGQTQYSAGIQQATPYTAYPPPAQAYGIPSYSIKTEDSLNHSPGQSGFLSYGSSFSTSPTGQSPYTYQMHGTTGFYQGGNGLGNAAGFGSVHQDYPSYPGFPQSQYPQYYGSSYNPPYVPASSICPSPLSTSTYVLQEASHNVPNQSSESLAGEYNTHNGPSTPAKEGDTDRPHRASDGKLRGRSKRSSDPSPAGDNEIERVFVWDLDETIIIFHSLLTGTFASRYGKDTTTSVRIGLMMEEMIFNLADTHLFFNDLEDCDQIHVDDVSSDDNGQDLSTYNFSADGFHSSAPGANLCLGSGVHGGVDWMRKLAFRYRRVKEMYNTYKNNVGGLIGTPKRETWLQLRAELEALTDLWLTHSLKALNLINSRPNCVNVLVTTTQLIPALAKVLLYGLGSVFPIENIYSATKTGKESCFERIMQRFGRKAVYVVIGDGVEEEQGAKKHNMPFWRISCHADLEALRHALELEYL
#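 Eya2 (0.2 uM) preincubated 10 min at ambient with compound, then OMFP substrate added at 50 uM; 10 min reaction in 50 mM HEPES pH 7.5, 50 mM NaCl, 5 uM MgCl2, 0.05% BSA, 1 mM DTT. Fluorescence read at Ex 485/Em 525 nm.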
# uPA generation: inhibitors of cell surface uPA generation. cell surface uPA generation assay, qHTS. Potency, µM (titrated, usually from 38.3 µM), for inactives: at the top dose activity change, negative = inhibition, hits mostly inhibitors. 330,000 compounds, 0.31% hits; active = well fitted inhibition curve with a large enough effect; inconclusive = small, poorly fitted or top-dose-only effect; inactive = no such curve, though single readings can be large or run the other way; tested in mouse RAW 264.7 cells; note: potency is the fitted concentration of half-maximal effect; % is set by controls: 0 for no effect and ±100 for the full control effect; nearly all actives have a fitted effect of over 55% in size
# Integrin act MD: activates integrin-mediated alleviation for muscular dystrophy. alpha7betagal myoblasts, beta-gal FDG fluorescence, 48 h. Potency, µM (series often up to 38.3 µM), for the others: top-dose activation, usual class: activators. 350,000 compounds, 0.064% hits. AID 624291;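 note: potency is the fitted concentration of half-maximal effect; 100% = response of the positive control SU9516; nearly all actives have a fitted effect of over 60% in size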
#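 Alpha7betagal+/- myoblasts (passage 13) were plated 16-24 hr, then exposed to compounds (1:260 dilution of DMSO stock) for 48 hours at 37C. After MPER lysis, β-galactosidase reporter activity was read as FDG fluorescence (ex 480/em 540) after 30 minutes.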
# TRPV1 agonist: human TRPV1 agonism | Q8NER1 | TRPV1-expressing cells, Fluo-8 calcium influx, agonist mode | activation, % at 8.33 µM | 320,000 compounds, 0.19% hits | AID 540275; in the data active = activation above about 80%; inconclusive = between about 30% and that limit; note: 0% is about no effect
#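 Cells expressing TRPV1 were dye-loaded with Fluo-8 and read kinetically: 10 s baseline, 3 min after compound (agonist portion), then 2 min after EC20 capsaicin (allosteric enhancer portion). Calcium-bound dye fluorescence at 480/520 nm.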
# ELG1 genotox: genotoxicity induction in ELG1-luciferase HEK293T cells; 330,000 compounds, 1.3% hits; Potency, µM (top dose mostly 46 µM), for inactives: top-dose activity change, positive = activation, usual class: activators; HEK293T ELG1-luciferase reporter, luminescence, 16 h; note: potency is the fitted concentration of half-maximal effect; % of control where 0% means no effect; nearly all actives have a fitted effect of over 60% in size
#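 Genotoxic stress is detected as increased luminescence from luciferase-tagged ELG1 in HEK293T cells, measured with ONE-Glo after a 16 hr treatment at 37 °C.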
# p53 reactivator: re-activators of mutant p53. AID 504706. 320,000 compounds, 0.063% hits. Potency, µM (top dose mostly 92.2 µM), for the others: at the top dose activity change, positive = activation, actives largely listed as activators. H1299 p53-A138V BP100-luciferase reporter, luminescence, 24 h; note: potency is the fitted concentration of half-maximal effect; % of control where 0% means no effect; nearly all actives have a fitted effect of over 45% in size
#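 H1299 (p53-null), stable ts p53-A138V + BP100-Luc; 1000 cells/well, Opti-MEM/10% FBS; cpd 4 pt, 1:5; 24 h, 37 deg C, 5% CO2; detection reagent 10 min RT; luminescence.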
# ASM inhibitor: human S-ASM enzyme inhibition. Potency, µM (titrated, usually from 57.5 µM), without a hit: at the highest dose activity change, negative = inhibition, actives largely listed as inhibitors. P17405. placental ASM, HMU-PC fluorogenic substrate, 60 min. 340,000 compounds, 0.006% hits. AID 504937; note: potency is the fitted concentration of half-maximal effect
#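 Fluorescence read-out (Ex 386 nm, Em 447 nm) after stopping the reaction at pH 10. Enzyme: ASM from human placenta; substrate HMU-PC0, 9 uM final; 60 min, 37 °C. Compound preincubation 10 min, ambient temperature.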
# PTAP TSG101 blk: blocks PTAP/TSG101 interaction to inhibit HIV-1 budding | Potency, µM (doses to about 115 µM), inactives show at the highest dose activity change, negative = inhibition, usual class: inhibitors | 340,000 tested, under 10 active | AID 493005 | Q99816 | Fluorescence polarization, FITC-PTAP peptide / Tsg101 binding; active = well fitted inhibition curve with a large enough effect in the main read-out, with a control signal flat, not every such curve was filed as active; inconclusive = small, poorly fitted or top-dose-only effect, or effect the other way, or a change in a side signal; inactive = no such curve, though single readings can be large or run the other way; note: potency is the fitted concentration of half-maximal effect; % of control where 0% means no effect
# Target sequence (Q99816 whole entry, looked up): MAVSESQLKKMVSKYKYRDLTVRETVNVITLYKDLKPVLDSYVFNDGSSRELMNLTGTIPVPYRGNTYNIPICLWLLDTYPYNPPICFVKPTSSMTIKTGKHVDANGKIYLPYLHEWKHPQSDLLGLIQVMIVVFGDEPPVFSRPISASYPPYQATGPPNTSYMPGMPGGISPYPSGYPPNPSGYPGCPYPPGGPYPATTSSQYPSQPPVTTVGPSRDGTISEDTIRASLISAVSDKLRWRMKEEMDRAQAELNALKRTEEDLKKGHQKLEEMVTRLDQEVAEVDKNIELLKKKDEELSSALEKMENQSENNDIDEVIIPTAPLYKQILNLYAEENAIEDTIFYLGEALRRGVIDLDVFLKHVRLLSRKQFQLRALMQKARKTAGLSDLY
#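 FP read-out: FITC-PTAP peptide, 50 nM final, binding Tsg101 binding domain, 10 uM final; 20 min, r.t.; 10 mM HEPES pH 7.5, 0.15 M NaCl, 0.01% Tween 20, 3 mM EDTA, 0.1 mM TCEP.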
# B2AR arrestin: beta2AR (human) beta-arrestin recruitment activity. P07550. beta-arrestin recruitment to beta2AR, cell-based reporter. Potency, µM (highest dose often 46.1 µM), without a hit: at the top dose activation, hits mostly activators. 330,000 compounds, 0.02% hits. AID 492947;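 note: potency is the fitted concentration of half-maximal effect; 0% = DMSO controls and full agonism = EC100 isoproterenol or metaproterenol; nearly all actives have a fitted effect of over 65% in size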
# Active calls of the source: *; i = inactive; ? = inconclusive; · = no result given; [ ] = another dose, or the depositor's remark. Unless noted, calls come from the whole dose curve; as a rule, active = well fitted curve in the direction sought with a large enough effect; inconclusive = small, poorly fitted or top-dose-only effect, or another doubt; inactive = no such curve, though single readings can be large; an effect the other way counts as inactive or inconclusive.
SMILES,BRCA1 expr act,USP2a block,Eya2 phos inh,uPA generation,Integrin act MD,TRPV1 agonist,ELG1 genotox,p53 reactivator,ASM inhibitor,PTAP TSG101 blk,B2AR arrestin
O=C(CN1CCCCC1)Nc1nc(-c2ccccc2)cs1,?,2%,-2%,-2%,13%,?,?,?,-2%,-3%,0.2%
O=C(NC(Cc1ccc(O)cc1)C(=O)O)c1ccc2c(c1)OCO2 (stereo not drawn),0%,-1%,10%,-28%,10%,-1,2%,11%,9%,-6%,0.1%
N#Cc1cccc(CSc2nnc(CCCO)n2-c2ccccc2)c1,6%,3%,-13%,-3%,-3%,1,0%,-26%,3%,-2%,0.5%
COCC(C)NCc1cccc(C)c1 (stereo not drawn),0%,0%,-5%,-1%,-16%,-3,-1%,-1%,0%,-3%,-0.9%
NC(=O)c1ccccc1NC(=S)NC(=O)CCc1ccccc1,-58%,-4%,-14%,-10%,-16%,-1,17%,10%,11%,-4%,-0.3%
Cc1ccccc1-c1nc(CN2CCCC2c2ccc(F)cc2)c(C)o1 (stereo not drawn),-25%,0%,-3%,5%,10%,16,-5%,1%,2%,1%,-0.8%
CC(C)(C)n1nnnc1C(c1cc2cc3c(cc2[nH]c1=O)OCCO3)N1CCSCC1 (stereo not drawn),-25%,-1%,-3%,-16%,32%,10,5%,-12%,93%[activator],-10%,0.3%
Cc1cccc(C)c1NC(=O)CNC(=O)Cc1ccccc1[N+](=O)[O-],-4%,1%,7%,0%,?,2,-2%,-3%,-1%,0%,0.0%
CC(C)Oc1cccc(C(=O)NC(=S)Nc2ccc(N3CCN(C)CC3)cc2)c1,28%,-3%,-6%,?,-50%[inhibitor],4,-2%,-4%,-8%,-3%,3.5%
C[C@@H](Nc1nc(-c2ccccc2)nc2c1oc1ccccc12)C(=O)O,-2%,1%,9%,-5%,-10%,0,0%,-9%,6%,-3%,-0.5%
Cn1c(N)c(C(=O)COC(=O)c2nc(Cl)ccc2Cl)c(=O)n(C)c1=O,0%,0%,10%,7%,-16%,-1,2%,2%,-2%,-6%,0.1%
CC(=O)c1ccc(N2CCN(S(=O)(=O)c3c(C(=O)N4CCCCC4)c(C)n(C)c3C)CC2)cc1,36%,-1%,2%,-27%,3%,2,5%,10%,-1%,0%,0.4%
COC(=O)CCCC1=CC2=C(c3ccccc3)C(=O)C(C)(OC(=O)C3CCCC3)C(=O)C2=CN1CCc1ccccn1 (stereo not drawn),-9%,6%,-20%,1%,4%,1,0%,-1%,-4%,1%,-0.4%
CCOC(=O)c1ccccc1NC(=O)COC(=O)C1CC(=O)N(CCc2ccccc2)C1 (stereo not drawn),-5%,0%,21%,-5%,-8%,?,2%,-3%,0%,-5%,0.3%
FC(F)(F)c1nnc2sc(-c3ccco3)nn12,-2%[1.84 µM],0%,-1%,-2%,-20%,-2,0%,1%,4%,-8%,0.1%
CCCN1/C(=C(/C#N)C2=NS(=O)(=O)c3ccccc32)N(C)c2ccccc21,7%,5%,3%,-3%,-19%,-2,5%,0%,-1%,-3%,0.1%
C=CCn1c(SCC(=O)Nc2ccc3c(c2)OCO3)nnc1-c1ccccc1,3%,-1%,-8%,2%,7%,-3,-1%,-7%,3%,2%,-0.3%
O=C(Nc1cc(C(F)(F)F)ccc1N1CCCC1)c1ccc2c(c1)OCO2,0%,-1%,-9%,8%,11%,?,-6%,-8%,-3%,-6%,0.0%
CCOC(=O)c1cc(C)n(Cc2ccccc2)c1C,44%,0%,-5%,2%,1%,?,17%,11%,-7%,-1%,-0.8%
Cc1nc(SCC(=O)c2cc3ccccc3oc2=O)c(C#N)c(C)c1C(=O)Nc1ccccc1,·,1%,3%,·,·,-2,-3%,0%,·,·,0.6%
CC1CCCC(C)N1S(=O)(=O)c1ccc(S(=O)(=O)NCCc2ccncc2)cc1 (stereo not drawn),-7%,1%,-7%,-5%,-12%,12,-1%,2%,6%,-6%,-0.4%
COc1ccc(C(=O)NCC(c2ccc3c(c2)OCO3)N2CCN(c3ccc(OC)cc3)CC2)cc1 (stereo not drawn),-23%,0%,-5%,-2%,-19%,9,5%,1%,-8%,-3%,0.0%
Cc1ccc(-n2c(SCC(=O)c3c(N)n(C4CC4)c(=O)[nH]c3=O)nnc2N2CCOCC2)cc1,1%,-2%,17%,2%,28%,0,2%,1%,2%,-5%,-0.3%
Cc1ccccc1NC(=S)N(CCc1c(C)[nH]c2ccc(F)cc12)Cc1ccncc1,-45%,1%,-6%,-10%,11%,3,-6%,2%,-4%,1%,0.1%
CCOC(=O)c1cc(OC(=O)c2cccc([N+](=O)[O-])c2)n(-c2ccccc2)n1,-1%,0%,8%,·,9%,0,5%,6%,1%,-4%,0.1%
Cc1ccc(N(C(C)C(=O)Nc2ccccc2C(=O)N2CCOCC2)S(C)(=O)=O)cc1C (stereo not drawn),-12%,2%,12%,8%,9%,2,0%,3%,3%,-5%,-0.4%
CC1CCN(c2ccc3nnc(CCC(=O)NCc4ccco4)n3n2)CC1,-14%,-1%,1%,-16%,-10%,-2,0%,6%,1%,-7%,-0.9%
COc1ccc(C=O)cc1CN1CCCN(Cc2ccc(Cl)cc2)S1(=O)=O,-35%,4%,-7%,3%,1%,1,-3%,-4%,-5%,-8%,-0.5%
COC(=O)c1ccc(N2NC(=O)/C(=C/c3ccc(-c4ccc(Cl)c(C(=O)O)c4)o3)C2=O)cc1,25%,1%,-21%,4%,3%,1,2%,1%,-23%,-3%,-0.3%
CCCCC[n+]1ccn(C2=C([O-])c3ccccc3C(=O)/C2=N\S(=O)(=O)c2ccc(Br)cc2)c1,-55%,-2%,4%,?,-35%,9,-2%,0%,-8%,1%,0.0%
Cc1cccc(S(=O)(=O)Nc2ccc(-c3nc4ccc(C)cc4s3)cc2)c1,?,-9%,1%,4%,3%,0,?,?,i,-3%,7.6%
Cc1ccc(O)c(-c2cc3ccccc3[nH]2)c1,0%,-2%,-37%,-1%,-13%,-4,4%,?,10%,1%,-0.4%
COc1ccc(/C=N/N2CCOCC2)cc1COc1ccc(F)cc1,25%,-2%,-6%,18%,?,?,-8%,11%,-4%,-8%,1.0%
COc1ccc(/C=C/C(=O)OCC(=O)NC2CCCCC2C)c(OC)c1 (stereo not drawn),-11%,3%,12%,1%,38%,7,0%,4%,0%,-1%,-0.1%
Nc1nc(Sc2ccc(C(F)(F)F)cc2[N+](=O)[O-])n[nH]1,39%,-1%,-21%,0%,15%,1,-1%,7%,-3%,-6%,-0.1%
CC[C@]12c3[nH]c4ccc(Cl)cc4c3CCN1C(=O)[C@@H](CC(=O)NC/C=C(\C)CCC=C(C)C)C[C@@H]2C(=O)N1CCN(C(=O)c2ccco2)CC1,-72%[inhibitor],-12%,-11%,?,-41%,·,7%,-1%,-11%,-3%,-1.0%
CC[C@H](C)[C@H](NC(N)=O)C(=O)NCCc1ccc(Cl)cc1,-10%,2%,2%,12%,?,0,-6%,?,-5%,2%,0.1%
Cc1ccc(C)c(NC(=O)CN(C)C(=O)c2cccc(S(=O)(=O)N3CCN(Cc4ccccc4)CC3)c2)c1,-35%,2%,-10%,-9%,-30%,2,-17%,-2%,·,-4%,-1.0%
COc1ccc(-c2nnc(SCC(=O)NC(=O)NCc3ccccc3)o2)cc1,-16%,-1%,8%,2%,-6%,-4,5%,4%,0%,-4%,0.1%
N#Cc1cc2c(nc1SCC1COc3ccccc3O1)CCC2 (stereo not drawn),8.9µM*,3%,-20%,-4%,-25%,?,?,?,-9%,1%,0.0%
CCOC(=O)c1[nH]c2ccc(OC)cc2c1NC(=O)CCN1CCSCC1,3%,-2%,4%,-5%,15%,2,-1%,11%,79%[activator],0%,-1.6%
O=C(CCN1C(=O)CSC1=O)Nc1ccccc1,0%,2%,2%,-5%,-20%,2,1%,7%,2%,-9%,-1.0%
O=C(c1ccco1)N1CCC(c2nc(-c3ccccc3Cl)no2)CC1,-11%,-4%,-12%,·,14%[7.66 µM],18,15%,24%,-2%,-5%,-0.1%
c1ccc2c(C[C@@H]3CNCCN3CCC34CC5CC(CC(C5)C3)C4)cccc2c1,-2%,-1%,-12%,-9%,-29%,·,1%,-4%,-2%,-1%,0.0%
